High-throughput results: PubChem, several laboratories
HCV NS3 hel inh = inhibitors of Hepatitis C virus NS3 helicase; NS3 helicase DNA unwinding, Cy5 molecular beacon fluorescence; inhibition, % at 10.9 µM; 0.56% of 290,000 active;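 active = inhibition above the mean of all tested compounds plus 3 SD, set per campaign, cut at about 35% in these data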;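 note: 0% = DMSO wells and 100% = thioflavine S control wells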
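System: NS3 helicase fragment of HCV / Schedule: 1 h at 25 °C / Control set: DMSO alone as 0% and 110 µM thioflavine S as 100% / Reagent: Cy5/quencher beacon DNA duplex and ATP to start / Technique: Cy5 fluorescence / Replication: singlicate / Evaluation: % inhibition of end-to-start signal ratio versus controls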
SUMO HTRF inh = blocks human SUMOylation mediated by UBC9. P63279. HTRF SUMOylation assay, SAE1/SAE2 + UBC9, in vitro. inhibition, % at 35 µM. AID 2006. 0.36% of 290,000 active; in the data active = inhibition above about 50%, passing the limit was not always enough; note: strong numbers were not always called active
PHOSPHO1 block = PHOSPHO1 (human) inhibition. Q8TCT1. recombinant PHOSPHO1, absorbance phosphatase assay. inhibition, % at 13.3 µM. 1.1% of 290,000 active; in the data active = inhibition above about 60%
IDE act = boosts human insulin-degrading enzyme activity in HEK cells | P14735 | 0.073% of 340,000 active | FAbeta-B cleavage, fluorescence polarization; 0% vehicle, 100% cell-free pure enzyme wells | activation, % at 5.96 µM;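 active = activation above the mean of all tested compounds plus 3 SD, set per screening campaign, cut at about 17% in these data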
IMP-1 inhibitor = blocks Pseudomonas aeruginosa IMP-1 metallo-beta-lactamase | purified IMP-1, nitrocefin hydrolysis, epi-absorbance fluorescence | inhibition, % at 5.6 µM | 0.45% of 290,000 active;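 active = inhibition above the mean plus 3 SD of all compounds in the same screening run, cut at about 4.5% in these data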;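 note: 0% = IMP-1 with DMSO and 100% = DMSO wells lacking enzyme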
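assay system = purified recombinant IMP-1 metallo-beta-lactamase enzyme | schedule = 15 min preincubation plus 25 min reaction at 25 °C | signal = Epi-absorbance fluorescence, 480 nm excitation, 530 nm emission | read-out basis = percent inhibition from optical density relative to buffer-blank wells | controls = IMP-1 with DMSO as 0%, enzyme-free DMSO as 100%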
VIM-2 inh = inhibitors of Pseudomonas aeruginosa VIM-2 metallo-beta-lactamase; purified VIM-2, nitrocefin hydrolysis, epi-absorbance fluorescence; inhibition, % at 5.6 µM; 0.89% of 290,000 active; AID 1527;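 active = inhibition above the mean of all tested compounds plus 3 SD, cutoff set per screening run, cut at about 7.5% in these data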;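 note: red hydrolysis product quenches plate fluorescence so inhibitors raise well fluorescence; 0% = enzyme with DMSO and 100% = DMSO without enzyme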
MEKK3 PB1 HTS = raises or lowers MEK5 binding to the human MEKK3 PB1 domain; 1.4% of 290,000 active; Q99759; AID 1529; bead-based flow cytometry, Alexa488-MEK5 binding to MEKK3; actives lie on both sides; 0 = blocked by unlabeled MEK5, 100 = vehicle; binding response (% of control), % at 10 µM;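 active = binding response more than 3 SD above or below the average of its plate-row segment, actives on both sides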;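 note: Alexa488 bead fluorescence after subtracting the streptavidin-only scavenger bead signal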
p-CIP stab down = compounds decreasing mouse p/CIP protein stability | decrease of EGFP signal, % at 10 µM | AID 1984 | F442A p/CIP-EGFP cells, EGFP fluorescence, 16 h | 0.01% of 290,000 active;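 active = EGFP signal decrease of at least 30% at 10 µM or well 3 SD below plate mean, unless failing retest; inactive = the rest, including hits failing retest or dose response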; note: some compounds called inactive have numbers as strong as hits; many of its hits are not listed in these tables
FID counter = fluorescent intercalator displacement, NS3 helicase counter-screen; DNA fluorescent intercalator displacement, fluorescence; inhibition, % at 7.9 µM; 0.17% of 290,000 active; in the data active = inhibition above about 37%;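 note: 0% = vehicle and 100% = reference compound; higher means more ethidium bromide displaced from hairpin DNA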
An asterisk follows results filed as active; . = not tested or not shown. The list is partial; rates above refer to the full screens.

entry	structure	HCV NS3 hel inh	SUMO HTRF inh	PHOSPHO1 block	IDE act	IMP-1 inhibitor	VIM-2 inh	MEKK3 PB1 HTS	p-CIP stab down	FID counter
1	CC(=O)NC(=S)Nc1ccc(NC(=O)c2cccs2)cc1	0	-6	-3	-2	-0.3	-2.2	115	-10	-4
2	CC(C)(C)NC(=S)N1CCC(C(=O)c2ccc(F)cc2)CC1	-2	9	-8	-3	-2.9	-0.9	109	-13	-4
3	O=c1c2nncn2c2cccnc2n1CCNc1ncc(C(F)(F)F)cc1Cl	9	18	40	0	-3.0	-3.0	112	-6	-3
4	CCSc1nnc(NC(=O)c2cccnc2)s1	-2	20	5	-3	-4.3	-2.2	97	-9	0
5	CN(C)C(=O)C[n+]1ccc(C(N)=O)cc1	7	8	-29	2	-0.9	-0.7	96	2	-1
6	COc1ccc(NC(=O)CN2CC(C)OC(C)C2)cc1Cl (configuration not stated)	15	3	36	-2	-2.7	-2.3	113	-2	-11
7	O=S(=O)(Nc1cccc(-n2cnnn2)c1)c1cc(Br)ccc1Br	9	1	20	6	-4.0	-0.9	100	10	-24
8	COC(=O)Nc1ccc(S(=O)(=O)n2cnc3ccccc32)cc1	4	8	2	4	4.0	3.0	101	-10	4
9	O=C(O)c1cccc2c3c([nH]c12)CCCC3	7	18	29	6	-2.0	1.6	99	2	-4
10	COc1ccc(NC(=O)CCCN2C(=O)C3C4C=CC(C4)C3C2=O)c(OC)c1 (configuration not stated)	2	26	-4	3	-5.7	1.3	99	-2	-8

6 of the entries above in order of their number in SUMO HTRF inh, smallest number first:
| item | structure | SUMO HTRF inh |
| --- | --- | --- |
| 1 | CC(=O)NC(=S)Nc1ccc(NC(=O)c2cccs2)cc1 | -6 |
| 6 | COc1ccc(NC(=O)CN2CC(C)OC(C)C2)cc1Cl (configuration not stated) | 3 |
| 2 | CC(C)(C)NC(=S)N1CCC(C(=O)c2ccc(F)cc2)CC1 | 9 |
| 9 | O=C(O)c1cccc2c3c([nH]c12)CCCC3 | 18 |
| 4 | CCSc1nnc(NC(=O)c2cccnc2)s1 | 20 |
| 10 | COc1ccc(NC(=O)CCCN2C(=O)C3C4C=CC(C4)C3C2=O)c(OC)c1 (configuration not stated) | 26 |

Single records, from the list above. Order of values: HCV NS3 hel inh	SUMO HTRF inh	PHOSPHO1 block	IDE act	IMP-1 inhibitor	VIM-2 inh	MEKK3 PB1 HTS	p-CIP stab down	FID counter
Results for `CCSc1nnc(NC(=O)c2cccnc2)s1` = -2	20	5	-3	-4.3	-2.2	97	-9	0
Results for `O=S(=O)(Nc1cccc(-n2cnnn2)c1)c1cc(Br)ccc1Br` = 9	1	20	6	-4.0	-0.9	100	10	-24

(continued)
entry	structure	HCV NS3 hel inh	SUMO HTRF inh	PHOSPHO1 block	IDE act	IMP-1 inhibitor	VIM-2 inh	MEKK3 PB1 HTS	p-CIP stab down	FID counter
11	COc1cccc(N2C(=NC(=O)C3CCCCC3)SC3CS(=O)(=O)CC32)c1 (configuration not stated)	-2	0	32	5	-3.4	-1.6	100	-5	-36
12	COc1ccc(CN2CCN(c3ccc(F)cc3)CC2)c(OC)c1OC	-1	18	-22	3	-3.6	-0.8	104	-1	2
13	CCn1c(=O)n(CC(=O)Nc2cc(OC)c(OC)c(OC)c2)c(=O)c2ccccc21	-4	-9	-6	0	-1.8	-2.1	99	6	-6
14	c1ccc(COC2CCCN(Cc3nc(-c4cnccn4)no3)C2)nc1 (configuration not stated)	-18	10	61*	4	-2.8	-1.7	103	9	-5
15	Cc1cc(=O)n2[nH]c(N3C(=O)CCC3=O)nc2n1	3	22	18	-1	-3.4	-4.9	107	-7	2
16	CC(=O)N(c1ccc(C)cc1)C1C=CS(=O)(=O)C1 (configuration not stated)	5	12	20	8	-2.3	-1.9	118	-15	0
17	O=C(Oc1ccc2c(-c3ccccc3)cc(=O)oc2c1)c1cccs1	13	10	-4	0	-3.6	-0.5	104	-2	-2
18	CCOC(=O)C1CCCN(Cc2c(C(=O)N3CCOCC3)nc3ccccn23)C1 (configuration not stated)	-10	12	2	9	-1.1	-1.2	99	6	-7
19	O=C(N/N=C/c1ccsc1)c1ccc2ccccc2n1	-7	22	15	4	-3.7	-4.3	98	0	-5
20	Cc1cc(C(=O)OC(C)C(=O)Nc2cccc(S(=O)(=O)N3CCOCC3)c2)c(C)o1 (configuration not stated)	0	10	9	6	0.6	-2.4	107	-4	-17
21	CCCc1cc(=O)[nH]c(SCC(=O)c2[nH]c(C)c(C(=O)OCC)c2C)n1	-5	-2	12	5	0.0	1.2	89	-7	2
22	CCC1=C(OC(=O)N(CC)CC)N2C(=O)OC(=NCCOC)[C@]2(Cc2ccccc2)[C@H]2C1=CC[C@H]1C(=O)N(CC)C(=O)[C@H]12	.	8	31	3	.	.	105	-5	.
23	COc1ccc(NC(=O)COC(=O)c2ccc(N3CCCC3=O)cc2)cc1OC	2	7	-6	-1	-1.9	-1.6	103	0	-15
24	Cc1cc(OCCCC(=O)N2CCCCC2)cc(C)c1Cl	1	10	0	3	-2.2	2.9	106	-2	-31
25	Cc1ccc(C(=O)NCCNS(=O)(=O)c2ccccc2[N+](=O)[O-])cc1	7	4	19	5	-0.1	0.4	98	4	0
26	O=C(Nc1cccc(-c2cn3ccccc3n2)c1)c1cccc(Cl)c1	-29	6	-11	-7	-1.5	-1.7	86	2	8
27	CC(=O)Nc1ccc(S(=O)(=O)N2CCCC2)cc1	-3	0	.	-1	-3.4	-2.2	105	-2	-4
28	CC(NC(=O)c1ccco1)C(=O)OC(C)C(=O)NCc1ccccc1 (configuration not stated)	4	-7	2	4	-3.8	-2.8	102	-10	-1
